hERG WT inh – qHTS for Inhibitors of KCHN2 3.1: Wildtype qHTS. 340,000 tested, 0.37% active. activity change, % at 1.84 µM. U2OS, BacMam KCNH2, thallium flux FluxOr; hits give low values. Voltage-gated inwardly rectifying potassium channel KCNH2 (Homo sapiens), Q12809. AID 720551, 2013;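 active means maximum activity change below -70%; inconclusive means maximum activity change between -70% and -50%; inactive means maximum activity change above -50%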
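U2OS cells transduced with wild-type KCNH2 virus are loaded with FluxOr dye for 45 min, and thallium flux is measured in kinetic reads before and after stimulation buffer. Rate constants are normalized to DMSO controls.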
GALK inhibitor – qHTS Assay for Inhibitors of Human Galactokinase (GALK). P51570. Purified GALK, Kinase-Glo residual ATP luminescence. Potency, µM (doses to about 57.5 µM), without a hit: top-dose activity change, negative = inhibition, most hits filed as inhibitors. 270,000 tested, 0.007% active; further: potency means the concentration at half of the fitted maximal effect
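Luminescence from leftover ATP (Ultra-Glo luciferase/luciferin) served as read-out after a 1 h room-temperature reaction of 5 nM GALK with 35 uM ATP and 100 uM galactose.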
PKM2 act – qHTS Assay for Activators of Human Muscle isoform 2 Pyruvate Kinase | Potency, µM (top dose mostly 57.5 µM), without a hit: at the top dose activation, most hits filed as activators | 260,000 tested, 0.34% active | Pyruvate kinase PKM (Homo sapiens), P14618 | AID 1631, 2009 | purified PKM2, Kinase-Glo ATP luminescence, activation; response scale: 0% is enzyme alone, no compound; further: potency means the concentration at half of the fitted maximal effect; nearly all actives have a fitted effect of over 55% in size
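Kinase-Glo luminescence reports ATP generated from ADP (0.1 mM) and PEP (0.5 mM) by purified hPK-M2 after 1 h at room temperature, pH 7.2 imidazole buffer; intermediate enzyme activity allows detecting inhibitors and activators.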
uPA surface inh – qHTS for Inhibitors of Cell Surface uPA Generation | cell surface uPA generation assay, qHTS | Potency, µM (highest dose often 38.3 µM), for the others: top-dose activity change, negative = inhibition, actives largely listed as inhibitors | 330,000 tested, 0.31% active; active means well fitted inhibition curve with a large enough effect; inconclusive means small, poorly fitted or top-dose-only effect; inactive means no such curve, though single readings can be large or run the other way; tested in mouse RAW 264.7 cells; further: potency means the concentration at half of the fitted maximal effect; nearly all actives have a fitted effect of over 55% in size
Coupling enz – qHTS Assay for Inhibitors of Fructose-1,6-bisphosphate Aldolase from Giardia Lamblia: Coupling assay counterscreen. activity change, negative = inhibition, % at 58.2 µM, hits read low. coupling enzyme system counterscreen, AmpLite Red fluorescence. 290,000 tested, 0.67% active; in the data active means activity change below about -30%
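Counterscreen lacking aldolase: glyceraldehyde-3-phosphate coupling-enzyme reagent preincubated 10 min at RT with compound (at 57.5 uM final), then substrate/coupling system with AmpLite Red added; fluorescence read at 525/598 nm after 20 min RT.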
Eya2 phos inh – qHTS Assay for Inhibitors of the Phosphatase Activity of Eya2. 330,000 tested, 0.006% active. recombinant Eya2, OMFP fluorescence dephosphorylation (OMFP is methylfluorescein phosphate). AID 488837, 2010. Protein phosphatase EYA2 (Homo sapiens), O00167. Potency, µM (doses to about 76.9 µM), without a hit: top-dose activity, negative = inhibition, hits mostly inhibitors; further: potency means the concentration at half of the fitted maximal effect
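Eya2 protein (added as 0.2 uM solution) was preincubated with compound for 10 min at ambient temperature in 50 mM HEPES pH 7.5, 50 mM NaCl, 5 uM MgCl2, 0.05% BSA, 1 mM DTT. OMFP (added at 50 uM) then reacted 10 min; fluorescence read at 485/525 nm.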
B2AR arrestin – qHTS assay of beta-arrestin-biased ligands of beta2-adrenergic receptor. Beta-2 adrenergic receptor (Homo sapiens), P07550. beta-arrestin recruitment to beta2AR, cell-based reporter. Potency, µM (top dose mostly 46.1 µM), without a hit: at the highest dose activation, hits mostly activators. 330,000 tested, 0.02% active. AID 492947, 2010;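 further: potency means the concentration at half of the fitted maximal effect; 0% = DMSO controls and full agonism = EC100 isoproterenol or metaproterenol; nearly all actives have a fitted effect of over 65% in size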
Target sequence (P07550 whole entry, looked up): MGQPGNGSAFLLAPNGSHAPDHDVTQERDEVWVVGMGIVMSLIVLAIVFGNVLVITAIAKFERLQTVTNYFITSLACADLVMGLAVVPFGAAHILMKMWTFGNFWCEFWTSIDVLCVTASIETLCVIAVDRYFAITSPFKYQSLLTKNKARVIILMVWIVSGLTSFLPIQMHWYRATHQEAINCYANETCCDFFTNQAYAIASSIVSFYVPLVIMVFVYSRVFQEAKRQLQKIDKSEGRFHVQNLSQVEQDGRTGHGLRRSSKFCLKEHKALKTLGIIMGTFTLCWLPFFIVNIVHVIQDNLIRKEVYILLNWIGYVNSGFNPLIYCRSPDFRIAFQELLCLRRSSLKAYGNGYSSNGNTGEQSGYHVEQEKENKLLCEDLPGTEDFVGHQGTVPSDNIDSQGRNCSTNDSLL
Chronic BCR inh – qHTS Assay to Find Inhibitors of Chronic Active B-Cell Receptor Signaling; Potency, µM (highest dose often 46.1 µM), without a hit: top-dose ratio change, negative = lower green/red ratio, most hits filed as inhibitors; 340,000 tested, 0.05% active; ABC-DLBCL IkBa-CBG/CBR reporter, luminescence ratio, 4 h; active means well fitted inhibition curve with a large enough effect in the signal ratio, with a control signal flat, not every such curve was filed as active; inconclusive means small, poorly fitted or top-dose-only effect, or effect the other way, or a change in a side signal; the % refers to the signal ratio;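 further: potency means the concentration at half of the fitted maximal effect; plate controls were basal doxycycline-induced cells for no effect and cells given 10 µM MG132 for full effect; MG132 reads +100%, hits lower the ratio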
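TMD8 ABC-DLBCL cells carrying doxycycline-inducible green luciferase fused to IkappaBalpha plus unfused red luciferase were exposed to compounds (up to 46 uM) for 4 hrs at 37C. Activity came from the overlap-corrected green/red luminescence ratio.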
Giardia killer – Small Molecules that selectively kill Giardia lamblia: qHTS | Giardia lamblia trophozoite viability | activity change, % at 7.66 µM, hits read low | 340,000 tested, 0.15% active | AID 540267, 2011; in the data active means activity change below about -80%; inconclusive means between about -30% and that limit;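 further: parasites exposed to compound for two days anaerobically before the ATP read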
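Trophozoites 100 cells/well + cpd; 48 hrs, 37 deg C, anaerobic. ATPLite 1-Step added, 15-30 min RT, luminescence read (ATP-based viability).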
USP2a inh – qHTS Assay for Inhibitors of Ubiquitin-specific Protease USP2a Using CHOP2 as the Reporter; Potency, µM (doses to about 38.3 µM), inactives show at the highest dose activity change, negative = inhibition, hits mostly inhibitors; USP2 core, Ub-CHOP2 coupled fluorogenic reporter, 485/531; Ubiquitin carboxyl-terminal hydrolase 2 (Homo sapiens), O75604; 330,000 tested, 0.01% active;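 further: potency means the concentration at half of the fitted maximal effect; plate controls were DMSO wells for no effect and full inhibition by NEM control for full effect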
Target sequence (O75604 whole entry, looked up): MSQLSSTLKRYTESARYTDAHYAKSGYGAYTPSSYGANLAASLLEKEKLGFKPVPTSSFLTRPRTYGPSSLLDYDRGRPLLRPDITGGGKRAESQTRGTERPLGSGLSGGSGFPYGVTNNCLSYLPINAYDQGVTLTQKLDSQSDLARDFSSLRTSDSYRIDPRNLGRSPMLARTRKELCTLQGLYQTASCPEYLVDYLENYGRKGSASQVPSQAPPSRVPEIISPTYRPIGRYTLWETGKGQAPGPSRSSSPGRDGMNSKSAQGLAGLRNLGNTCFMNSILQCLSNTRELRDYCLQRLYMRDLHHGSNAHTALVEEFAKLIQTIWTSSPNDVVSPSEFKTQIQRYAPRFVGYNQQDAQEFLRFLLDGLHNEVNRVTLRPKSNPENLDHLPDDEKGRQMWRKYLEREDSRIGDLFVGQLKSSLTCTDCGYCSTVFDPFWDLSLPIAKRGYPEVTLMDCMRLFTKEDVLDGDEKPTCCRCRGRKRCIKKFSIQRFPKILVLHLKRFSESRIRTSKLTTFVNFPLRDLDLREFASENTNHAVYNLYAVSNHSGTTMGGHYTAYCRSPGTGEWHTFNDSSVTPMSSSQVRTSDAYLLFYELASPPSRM
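Deubiquitinase activity read as fluorescence (485/531 nm) after Ub-CHOP2 cleavage activates the enterokinase reporter on its substrate; USP2 core 10nM, Ub-CHOP2 and substrate 25nM each, 30min compound preincubation then 60min RT; data normalized to NEM, curves fitted.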
KCNH2 3.1 inh – qHTS for Inhibitors of KCHN2 3.1: Mutant qHTS; 340,000 tested, 0.95% active; Potassium voltage-gated channel subfamily H member 2, brain isoform KCNH2 3.1 (human); U2OS KCNH2 3.1, thallium flux FluxOr; hits give low values; activity change, % (tested at about 1.8 µM); AID 720553, 2013;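 active means maximum activity change below -70%; inconclusive means maximum activity change from -70% to -50%; inactive means maximum activity change above -50%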;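 further: thallium influx rate constant from kinetic fluorescence after stimulation buffer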
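Kinetic fluorescence (2 min after stimulation buffer) measures Tl+ influx through KCNH2 3.1 expressed by viral transduction in U2OS cells; the rate constant is normalized against DMSO controls serving as positive and negative references.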
* marks the source's active call; other numbers are inactive results; ? = inconclusive; . = not tested or not shown; [ ] = remark or other dose. Unless noted, the call rests on the fitted dose curve; in most records, active means well fitted curve in the direction sought with a large enough effect; inconclusive means small, poorly fitted or top-dose-only effect, or another doubt; inactive means no such curve, though single readings can be large; an effect the other way counts as inactive or inconclusive. Unless noted, on the % scale 0 is the no-effect control and ±100 the full control effect.

SMILES | hERG WT inh | GALK inhibitor | PKM2 act | uPA surface inh | Coupling enz | Eya2 phos inh | B2AR arrestin | Chronic BCR inh | Giardia killer | USP2a inh | KCNH2 3.1 inh
COc1cc2nc(NC(=O)c3ccco3)sc(=O)c2cc1OC | -7 | . | -1% | -10% | 3 | -3% | -0.8% | ? | -22 | 2% | 5
COC(=O)c1sc2nc(CN3CCN(c4ccc(OC)cc4)CC3)[nH]c(=O)c2c1C | -5 | -3% | -19% | 1% | -2 | -3% | -1.3% | 2% | 14 | 4% | -24
O=C(Nc1ccc(F)cc1F)N1CCN(C/C=C/c2ccccc2)CC1 | 13 | 2% | 2% | 1% | 2 | 1% | -1.0% | 4% | -2 | 1% | 0
COc1ccc(C(=O)CSc2nc3[nH]ncc3c(=O)[nH]2)cc1 | -4 | -1% | 2% | 3% | 4 | 13% | -0.2% | ? | -4 | 1% | 5
COc1ccc(NC(=O)/C(=C/c2ccc(OC(C)=O)c(OC)c2)NC(C)=O)cc1 | -1 | 2% | 2% | -4% | 5 | -22% | -1.1% | -3% | 12 | 4% | 1
CC(C)OC(=O)c1cc2c(ccn2C)n1CC(=O)N(Cc1ccccc1)c1ccccc1 | -2 | 1% | 0% | 1% | -8 | -2% | 0.0% | 7% | -21 | -5% | -13
COc1ccc(CCNC(=O)C2CCC(=O)N(C3CCCCCC3)C2)cc1 (stereo unspecified) | 3 | 4% | . | -3% | . | -21% | -0.1% | 11% | ? | -1% | -11
COc1ccc(NC(=O)CC2C(=O)N(c3ccc(Cl)cc3)C(=S)N2CCc2ccncc2)cc1 (stereo unspecified) | 1 | -3% | 0% | . | 0 | -6% | 0.2% | ? | -9 | 4% | -12
CCCn1c(O)c(N=NC(=O)CNC(=O)Cc2ccc(OC)cc2)c2ccccc21 | 8 | 2% | . | 3% | . | -8% | -0.1% | -6% | -4 | 0% | 13
S=C1SCN(Cc2ccccc2)CN1Cc1ccccc1 | -3 | 0% | . | -1% | -3 | 23% | -1.1% | ? | 2 | -10% | 3
CN(Cc1ccc2c(c1)OCCO2)C(=O)CSc1ncnc2sccc12 | -21 | . | . | -1% | . | -15% | 0.1% | ? | -3 | -5% | 12
CCOC(=O)CN(c1cc([N+](=O)[O-])ccc1OC)S(C)(=O)=O | 1 | -1% | -23% | -2% | 1 | -1% | 0.1% | -5% | 13 | 3% | -14
O=C(Cn1cnc2sc3c(c2c1=O)CCCC3)NCC(=O)Nc1c(F)cccc1F | 6 | -10% | . | ? | . | -2% | 0.4% | 2% | 9 | 3% | -4
O=C(c1cccs1)N1CCN=C1SCc1ccccc1F | -19 | 4% | 11% | 0% | 0 | -16% | 0.0% | 14% | -2 | 1% | -3
COc1ccc(C(=O)NCCNc2ccc([N+](=O)[O-])cc2)cc1OC | -1 | 0% | -3% | 3% | -1 | 2% | -0.4% | ? | 2 | -1% | -4

One compound at a time, from the list above. Order of values: hERG WT inh | GALK inhibitor | PKM2 act | uPA surface inh | Coupling enz | Eya2 phos inh | B2AR arrestin | Chronic BCR inh | Giardia killer | USP2a inh | KCNH2 3.1 inh
Shown for S=C1SCN(Cc2ccccc2)CN1Cc1ccccc1 : -3 | 0% | . | -1% | -3 | 23% | -1.1% | ? | 2 | -10% | 3
Shown for CC(C)OC(=O)c1cc2c(ccn2C)n1CC(=O)N(Cc1ccccc1)c1ccccc1 : -2 | 1% | 0% | 1% | -8 | -2% | 0.0% | 7% | -21 | -5% | -13
Shown for CCCn1c(O)c(N=NC(=O)CNC(=O)Cc2ccc(OC)cc2)c2ccccc21 : 8 | 2% | . | 3% | . | -8% | -0.1% | -6% | -4 | 0% | 13
Shown for COc1ccc(CCNC(=O)C2CCC(=O)N(C3CCCCCC3)C2)cc1 (stereo unspecified) : 3 | 4% | . | -3% | . | -21% | -0.1% | 11% | ? | -1% | -11
Shown for COc1ccc(C(=O)NCCNc2ccc([N+](=O)[O-])cc2)cc1OC : -1 | 0% | -3% | 3% | -1 | 2% | -0.4% | ? | 2 | -1% | -4

Later entries.
SMILES | hERG WT inh | GALK inhibitor | PKM2 act | uPA surface inh | Coupling enz | Eya2 phos inh | B2AR arrestin | Chronic BCR inh | Giardia killer | USP2a inh | KCNH2 3.1 inh
CCC(C)NC(=O)COCc1cc(-c2ccc3c(c2)OCO3)on1 (stereo unspecified) | -6 | 0% | . | 2% | 1 | ? | -0.5% | -9% | -8 | 3% | 7
CN(C(=O)c1cccc(C#N)c1)c1nnc(-c2ccncc2)s1 | 9 | 2% | -3% | -1% | 2 | 10% | 0.0% | 1% | -7 | 0% | 0
O=c1cc(-c2ccco2)nc(SCc2cccc(Cl)c2)[nH]1 | -5 | 1% | 1% | 3% | 6 | 5% | 0.3% | 7% | -5 | -1% | -6
COCCNC(=O)c1ccc(-n2c(SCc3ccncc3)nc3ccccc3c2=O)cc1 | -6 | -2% | 3% | 3% | 2 | 10% | -0.2% | ? | 7 | -1% | -4
COC(Cn1c(C)c(C(C)=O)c(C(C)=O)c1C)OC | -5 | -3% | 1% | 3% | . | 10% | 0.3% | 4% | 6 | -1% | -14
O=C1Nc2ccccc2C1(O)C/C(=N/O)c1ccccc1 (stereo unspecified) | -13 | 3% | -25% | -1% | 3 | -11% | 0.2% | 3% | -13 | 3% | -13
CC(=O)OC1=Cc2c(ccc3ccc(=O)oc23)OC1(C)C | 4 | -3% | 1% | -8% | 0 | -8% | 0.2% | -18% | -2 | -1% | 5
O=C(Nc1cccc2c1C(=O)NC2=O)c1ccccc1[N+](=O)[O-] | -6 | -1% | -1% | -12% | 0 | -12% | 0.5% | -11% | -5 | -1% | 24
Cc1coc(NC(=O)CSc2nc(-c3ccncc3)cc(C(F)(F)F)c2C#N)n1 | 7 | 1% | -7% | 1% | 0 | 25% | -1.6% | 4% | 11 | 2% | 8
COc1cc(NC(=O)C23CC4CC(C2)CC(n2nnc(C)n2)(C4)C3)c(OC)cc1Cl | 9 | 2% | 3% | 3% | 2 | -4% | -0.6% | 0% | 41[activator] | -1% | 1
COc1ccc([N+](=O)[O-])cc1NC(=O)CCSCCc1ccccn1 | 19 | 0% | 8% | 0% | -6 | -10% | -0.4% | -17% | 2 | 7% | 8
CC(=O)Oc1ccccc1/C=C/c1ccc2ccccc2[n+]1C | 12 | 10% | -10%[11.5 µM] | ? | -2 | -12% | 4.0% | ? | 40[activator] | 1% | -5
Cc1ccc(NC(=S)N(C)N)cc1Cl | 13 | -3% | -1% | 15% | 2 | 4% | -0.5% | 0% | 19 | 5% | 0
CC(=O)Nc1c(Cl)n(C(C)=O)c2ccccc12 | -5 | 0% | -8% | 5% | 1 | 4% | -0.1% | 10% | 17 | -4% | 0
OCCC1CN(Cc2nc3ccccc3s2)CCN1CCc1ccccc1 (stereo unspecified) | 4 | -3% | 29% | -2% | 4 | 1% | 0.3% | ? | 16 | -5% | -44
O=C(Nc1ccc(Br)cc1)c1ccc(Br)c(S(=O)(=O)Nc2cccnc2)c1 | 3 | 0% | -8% | 1% | 10 | 8% | 4.4% | -7% | -6 | 1% | -3
COc1cc(OC)c2c(-c3cccc(/C=C/c4ccc(F)cc4)c3)cc(=O)oc2c1 | -153* | . | . | 25% | 2 | 1% | 0.3% | ? | -20 | -4% | -19
CN(C)/N=C1\C(=O)N(CN2CCN(c3ccccc3)CC2)c2ccccc21 | 0 | . | . | 0% | . | -6% | -0.1% | -1% | -23 | 2% | -31
COCC1CCCCC1OS(N)(=O)=O (stereo unspecified) | 6 | . | 1% | 6% | 3 | -18% | 0.2% | 11% | -11 | 1% | 1
N#CCCNS(=O)(=O)c1ccc(C(=O)OCC(=O)Nc2ccc3c(c2)OCO3)cc1 | 6 | . | . | -4% | . | 8% | -0.1% | -1% | 3 | 2% | -1
O=C(c1cc(N2CCCCC2)nc2ccccc12)N1CCOCC1 | -22 | 3% | -1% | -9% | -1 | -1% | 0.1% | 1% | -16 | 0% | -20

Assay outcomes: PubChem, National Center for Advancing Translational Sciences (NCATS)
